N-glyco inh: N-linked glycosylation inhibition; reporter increase, % at 12.5 µM; D54 ERlucT glycosylation luciferase reporter, 24 h; percent of 100 nM tunicamycin response; AID 588692; 0.23% of 360,000 active;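 active = mean luciferase reporter signal, scaled so untreated is 0 and the glycosylation-blocking control 100, at or above a set limit in every replicate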;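 note: luciferase carries N-glycosylation sites so blocking glycosylation raises the light; 0% = median of neutral control wells and 100% = median of 100 nM tunicamycin wells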
aDG glyco act: alpha-DG glycosylation activation; Pro5-aDG cells, alpha-DG glycosylation AlphaScreen (IIH6); 0% Pro5, 100% B10-LARGE cell signal; activation, % at 10 µM; 0.22% of 360,000 active;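 active = activation of at least 8% versus controls, or a plate z-score of at least 8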;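 note: Pro5 are CHO cells carrying HIG-tagged alpha-DG that lacks glycosylation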
Cardio protect: myocardial damage modulation in H9c2 cells; protection from H2O2 cell death, % at 20 µM; AID 588492; 0.63% of 360,000 active; H9c2 cardiomyocytes, H2O2 injury protection, ATPLite, 2 h;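 active = compounds giving at least 50% protection of heart cells from peroxide-induced death in the single-dose screen, raw or plate-pattern-corrected value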;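 note: 0% = DMSO wells with peroxide and 100% = DMSO wells without peroxide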
MC4R barr agon: activates human MC4R beta-arrestin recruitment. AID 540308. activation, % at 8.9 µM. P32245. 0.98% of 360,000 active. U2OS MC4R beta-arrestin complementation, luminescence; percent of melanotan II response, DMSO zero;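 active = activation above a per-plate cutoff, the mean activation of sample wells on that plate plus 3 SD, cut at about 8% in these data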
Granule exo inh: blocks lytic granule exocytosis; 0.66% of 360,000 active; inhibition, % at 10 µM; AID 651702; TALL-104 LAMP-1 surface exposure, flow cytometry; cells stimulated with thapsigargin and PMA;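 active = inhibition above about 55%, limit read from the data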
MC4R antagonist: antagonists of human melanocortin 4 receptor (MC4R); MC4R-expressing cells, MTII-stimulated cAMP, LANCE TR-FRET; P32245; inhibition, % at 6.5 µM; 0.48% of 360,000 active;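 active = inhibition above its plate's cutoff, the mean of tested wells on that plate plus 3 SD, cut at about 29% in these data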;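 note: 0% = Melanotan II alone and 100% = Melanotan II plus saturating MCL0020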
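Assay system: human MC4R-expressing U2OS cells; reagent: Melanotan II stimulation of cells; dosing: 6.5 µM single dose; timing: compound 30 min, challenge 1 h, detection 1 h; signal: TR-FRET cAMP assay; replicates: one well per compound, no replicates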
hiPSC survival: enhancers of human iPSC single-cell survival | AID 602274 | 0.044% of 360,000 active | survival enhancement, % at 20 µM | hiPSC single-cell survival, ATPlite luminescence; 100% = ROCK inhibitor wells, 0% = DMSO; in the data active = survival enhancement above about 18%;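 note: cells exposed to compounds for 16 hours before the ATP read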
m5-HT2A agonist: mouse HTR2A agonism via beta-arrestin recruitment; P35363; CHO-K1 mHTR2A beta-arrestin complementation, luminescence; percent of 30 µM serotonin response; activation, % at 7.6 µM; 0.66% of 360,000 active; AID 624169;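 active = activation above a run cutoff, the mean activation of all tested compounds plus 3 SD, cut at about 14% in these data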;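 note: 0% = plate median of compound wells and 100% = 30 µM serotonin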
ABCB6 inh 2: blocks the human ABCB6 transporter. fluorescence ratio to DMSO, % at 10 µM. Q9NP58. 0.19% of 360,000 active. K562-ABCB6 porphyrin accumulation, flow cytometry, 1 h; stronger effect = lower value;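 active = fluorescence ratio to DMSO below 75%, the collection mean minus 3 SD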;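 note: signal is porphyrin accumulated inside mitochondria; 100% equals median channel fluorescence of DMSO control wells; lower ratio means ABCB6 inhibition with less porphyrin fluorescence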
Target sequence (Q9NP58 whole entry, looked up): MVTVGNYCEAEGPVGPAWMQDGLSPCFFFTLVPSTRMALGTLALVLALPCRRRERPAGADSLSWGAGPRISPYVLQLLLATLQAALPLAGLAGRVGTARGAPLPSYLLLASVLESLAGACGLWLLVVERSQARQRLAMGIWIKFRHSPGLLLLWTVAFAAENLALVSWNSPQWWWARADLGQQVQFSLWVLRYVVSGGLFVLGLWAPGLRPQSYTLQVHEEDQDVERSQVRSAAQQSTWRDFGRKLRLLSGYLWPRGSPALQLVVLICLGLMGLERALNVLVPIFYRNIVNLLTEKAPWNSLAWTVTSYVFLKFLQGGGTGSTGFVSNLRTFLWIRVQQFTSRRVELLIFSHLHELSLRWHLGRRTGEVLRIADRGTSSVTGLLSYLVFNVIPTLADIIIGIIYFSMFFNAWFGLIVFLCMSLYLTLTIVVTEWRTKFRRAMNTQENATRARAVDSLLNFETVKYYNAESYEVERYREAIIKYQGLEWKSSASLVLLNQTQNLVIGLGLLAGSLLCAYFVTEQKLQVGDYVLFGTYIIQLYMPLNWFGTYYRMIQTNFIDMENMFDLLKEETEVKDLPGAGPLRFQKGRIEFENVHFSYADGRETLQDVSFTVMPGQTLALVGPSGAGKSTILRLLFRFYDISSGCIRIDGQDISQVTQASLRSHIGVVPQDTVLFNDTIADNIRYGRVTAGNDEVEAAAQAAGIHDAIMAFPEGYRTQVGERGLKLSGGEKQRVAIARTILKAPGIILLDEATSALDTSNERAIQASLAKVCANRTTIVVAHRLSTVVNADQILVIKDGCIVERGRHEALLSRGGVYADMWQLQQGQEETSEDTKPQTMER
ABHD5 PLIN5 PPI: inhibitors of human ABHD5-perilipin-5 interaction. Q00G26+Q8WTS1. Split G. princeps luciferase complementation, luminescence, 4 h. inhibition, % at 4 µM. 0.78% of 360,000 active. AID 602281;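 active = inhibition above the mean inhibition across every tested compound plus 3 SD, cut at about 22% in these data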;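 note: 0% = DMSO only wells and the 100% control is not disclosed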
Numbers without * were called inactive; nt = not tested or not shown. Compounds were not picked by outcome; about 4.5% have a hit in one of these screens.

Values run as follows: N-glyco inh	aDG glyco act	Cardio protect	MC4R barr agon	Granule exo inh	MC4R antagonist	hiPSC survival	m5-HT2A agonist	ABCB6 inh 2	ABHD5 PLIN5 PPI
- CCn1cnc2c1c(=O)n(Cc1cccc(Br)c1)c(=O)n2Cc1ccccc1
  -1.3	-0.1	-14.0	-0.2	18.6	0.3	-0.6	1.7	99.0	3.3
- CCn1c(=NC(=O)CCS(=O)(=O)c2ccccc2)sc2cccc(OC)c21
  -5.5	3.8	-21.1	-1.6	17.3	4.1	-0.3	7.5	97.0	-3.5
- O=C(CN(c1ccc2c(c1)OCCO2)S(=O)(=O)c1ccccc1)N1CCN(Cc2ccccc2)CC1
  -2.8	0.1	15.2	-1.4	12.8	4.8	-0.4	-9.1	102.0	-1.9
- CC(C)(C)c1ccc(OCCOc2ccc(C(C)(C)C)cc2NC=O)c(NC=O)c1
  -2.7	3.1	-18.1	2.0	43.4	22.6	1.1	-1.3	98.0	-6.2
- O=C(C1CC(=O)N(c2ccccc2)C1)N1CCCCCC1 (stereo unspecified)
  3.3	0.0	0.2	-3.4	5.3	-2.2	0.0	0.3	100.0	4.9
- CS(=O)(=O)c1ccc(C(=O)OCC(=O)N(CCc2ccccc2)Cc2ccccc2)cc1
  0.9	-0.2	2.7	2.7	10.1	14.7	-0.3	-3.2	100.0	7.5
- O=C(COc1ccccc1-c1ccccc1)Nc1ccc(S(=O)(=O)NCc2ccco2)cc1
  0.4	-0.2	-5.2	7.9	-9.5	5.7	0.6	0.0	97.0	-9.3
- Cc1c(C(=O)O)nnn1-c1nonc1N
  -0.8	0.3	3.3	-0.7	5.1	8.8	0.0	-2.5	100.0	-4.5
- C#CCSc1nnc(-c2ccc(OC)cc2)o1
  -4.4	0.2	-10.8	-0.2	1.7	-0.6	-1.0	-0.9	98.0	-1.4
- Cc1cc(C(=O)NC2CCCCC2C)c2ccccc2n1 (stereo unspecified)
  -0.9	-0.2	5.6	-0.1	-8.0	9.6	0.3	-5.2	99.0	-4.4
- Cc1ccccc1CNC(=O)CN(c1cccc([N+](=O)[O-])c1)S(C)(=O)=O
  0.7	-0.1	-0.2	1.5	0.0	30.3*	0.5	-3.0	106.0	-1.6
- COc1ccccc1-c1noc(-c2ccccc2)n1
  -6.5	0.2	-18.6	-0.1	-3.9	3.0	-1.7	17.9*	98.0	-4.0
- CC(C)Oc1ccc(S(=O)(=O)N2CCOCC2)cc1NC(=O)CN1C(=O)c2ccccc2C1=O
  1.8	-0.1	4.0	-2.1	5.7	12.6	-0.3	-9.4	95.0	-2.8
- O=C(Nc1ccc2nc3n(c(=O)c2c1)CCCCC3)C(=O)N1CCN(c2ccccc2F)CC1
  4.7	0.0	1.9	0.4	-4.7	1.0	0.1	-1.4	97.0	9.9
- CCCCOc1ccc(CN2CCC(O)CC2)cc1
  -1.5	0.2	-1.7	-2.5	6.2	9.5	-0.8	1.0	107.0	0.4
- CCOC(=O)[C@H]1[C@H]2COc3ccc(Br)cc3[C@@H]2N2C(=O)CN(Cc3ccc(F)cc3)C(=O)[C@@]12C
  -1.8	0.4	1.3	2.2	-3.0	11.6	-0.9	-0.8	98.0	1.2
- O=C(Nc1ccccn1)C1(c2ccccc2)CCCC1
  -1.0	0.1	-8.3	-0.1	2.8	12.9	1.0	-1.3	101.0	-0.8
- N#CCCN(Cc1ccccc1)C(c1ccnc2ccccc12)c1nnnn1-c1ccc2c(c1)OCCO2 (stereo unspecified)
  nt	-0.3	nt	nt	-6.3	nt	-0.3	0.3	102.0	-7.6
- CCc1cccc(C)c1N(C(=O)Cn1c(COC)nc2ccccc21)C(C)COC (stereo unspecified)
  -1.4	0.7	4.2	-2.4	-0.8	-1.4	-0.9	-1.7	98.0	2.6
- CC(C)C(NC(=O)c1cccc(S(=O)(=O)N2CCOCC2)c1)C(=O)NCCc1ccccn1 (stereo unspecified)
  1.0	-0.4	0.4	-1.2	-0.7	5.9	-1.2	3.7	88.0	7.4
- O=S(=O)(c1cnc(Cl)c(Cl)c1)N1CCc2ccccc21
  -1.5	0.6	-6.7	1.3	-5.2	18.5	2.4	-2.2	100.0	3.3
- Cc1cccc(C)c1NC(=O)C(c1ccnc2ccccc12)N1CCN(C)CC1 (stereo unspecified)
  nt	-0.3	nt	nt	2.9	nt	nt	-4.2	nt	-1.6
- Clc1cccc(Cl)c1/C=C/c1ccn[nH]1
  14.6	0.0	-5.9	0.7	-4.3	-10.5	-0.7	1.2	93.0	-8.0
- COCCCn1cc(C(=O)c2cc(OC)ccc2OCC(=O)N2CCCCC2C)cc(C#N)c1=O (stereo unspecified)
  3.4	0.2	9.5	-1.8	-2.8	18.1	2.2	2.4	103.0	0.1
- COc1ccc(-c2cc(C(F)(F)F)n3nc(C(=O)N4CCOCC4)nc3n2)cc1
  1.3	0.4	-2.5	1.4	-3.4	-0.1	6.5	-5.8	97.0	1.1
- CCN1CCN(Cc2c(O)ccc3c2O/C(=C\C=C\c2ccccc2OC)C3=O)CC1
  9.9	-0.2	8.4	1.3	13.1	-5.0	0.0	-0.5	101.0	4.9
- COC(=O)CCC(=O)OC1(C)C(=O)C2=CN(Cc3ccc4c(c3)OCO4)C(c3ccc(OC)cc3)=CC2=C(Br)C1=O (stereo unspecified)
  3.2	0.4	-4.0	0.2	12.3	-7.0	1.2	2.0	114.0	-7.1
- CC(CC(C)C(=O)N1CCOCCN(C(=O)C(C)CC(C)C(=O)O)CCOCC1)C(=O)O (stereo unspecified)
  0.4	-0.2	-5.3	0.6	-0.3	-0.1	-2.9	0.3	95.0	4.5
- CC(=O)c1cccc(Nc2ccc(Br)cc2)c1
  -3.8	0.0	-6.5	nt	-0.2	nt	0.4	-6.1	98.0	-21.1
- Cc1ccc(S(=O)(=O)N2CCC(=O)N([C@H](COCc3cccc(Cl)c3)Cc3ccccc3)CC2)cc1
  nt	0.0	nt	nt	0.5	nt	-0.1	-1.0	96.0	5.2

Carrying on:
Values run as follows: N-glyco inh	aDG glyco act	Cardio protect	MC4R barr agon	Granule exo inh	MC4R antagonist	hiPSC survival	m5-HT2A agonist	ABCB6 inh 2	ABHD5 PLIN5 PPI
- COc1cccc(/C=N/NC(=O)c2cc3c(OC)c(OC)ccc3[nH]2)c1OC
  19.9	-0.6	34.3	-3.0	-3.0	-14.8	0.5	-2.7	93.0	1.4
- Cn1c(NCc2ccccc2F)nc2cc(-c3cccc(C(F)(F)F)c3)sc2c1=O
  -1.2	-0.4	-6.8	0.2	7.7	6.7	-0.3	-1.1	96.0	4.8
- COc1cccc(C(=O)N2CCN(Cc3nc(CC4CC4)no3)CC2)c1
  0.3	-0.1	-1.0	2.1	-2.8	4.2	-0.2	5.0	96.0	-0.9
- COCc1nnc(NC(=O)COc2ccc3c(c2)OCO3)s1
  2.4	-0.1	6.3	2.0	-2.6	8.7	-0.4	4.0	97.0	-1.2
- COc1cccc(OC)c1OCCN1CCN(C(=O)c2ccco2)CC1
  0.2	4.0	-2.9	-0.8	-0.8	3.1	-0.6	14.4*	88.0	-0.6
- CN(Cc1nccn1C)C(=O)c1ccc(OC2CCN(CCc3ccccc3)CC2)cc1
  -3.8	0.0	10.3	-2.1	2.2	0.5	-0.4	-9.6	99.0	-4.3
- CC[n+]1c(/C=C(/C)SC)sc2ccccc21
  0.7	-0.1	-11.2	-0.9	0.5	-4.0	10.5	5.2	102.0	-11.1
- CCOC(=O)C1CCCN(c2c(NCCN3CCCCC3CC)c(=O)c2=O)C1 (stereo unspecified)
  0.2	0.1	-9.2	-0.7	1.9	1.2	-0.6	2.4	99.0	-11.5
- CSCC[C@H](NC(=O)C1CCC(CNC(=O)[C@@H]2CCCN2C(=O)OC(C)(C)C)CC1)C(=O)O (stereo partly specified)
  0.3	0.1	0.6	-0.4	-5.2	-4.0	-0.5	-7.8	100.0	7.5
- Cc1ccc(C(=O)N/C(=C\c2ccccc2)C(=O)NCCCn2ccnc2)cc1
  1.6	0.2	4.7	-2.7	-1.2	4.7	-1.6	-4.6	97.0	-0.7
- O=C(Cc1cccs1)Nc1nnc(SCC(=O)N2CCCCC2)s1
  0.7	-0.2	0.5	-0.5	1.7	10.5	1.4	1.1	92.0	4.7
- CCN1CSC(=S)N(Cc2ccccc2)C1
  -1.2	0.0	-2.6	-1.7	3.4	-3.3	-0.5	-4.7	96.0	-6.7
- O=C(Nc1cc([N+](=O)[O-])ccc1N1CCCC1)c1ccccc1
  4.9	-0.1	5.2	-0.5	-4.9	16.2	0.6	-3.1	99.0	9.9
- COCCn1nnnc1C(c1ccc(C(F)(F)F)cc1)N1CCOCC1 (stereo unspecified)
  nt	-0.2	2.8	-1.4	0.2	3.5	-1.6	-1.4	91.0	1.8
- CCOC(=O)Cc1csc(NC(=O)C(C)(C)C)n1
  0.2	-0.2	18.9	-2.1	-2.1	-5.3	8.2	-0.7	99.0	-3.5
- Cc1ccc(-c2nc3c(c(SCC(=O)N4CCOCC4)n2)COC(C)(C)C3)cc1
  3.4	-0.1	10.5	-2.9	1.8	-1.1	-0.3	20.0*	101.0	3.4
- Nc1nc(Cl)nc2c1ncn2[C@@H]1O[C@H](CO)[C@@H](O)[C@H]1O
  2.3	-0.1	-9.1	1.2	-3.4	4.1	4.7	-5.8	100.0	11.9
- COC(=O)c1sc(NC(=O)COc2ccccc2)nc1C
  -0.3	-0.2	-6.5	-1.2	-0.3	-4.8	-0.2	-2.3	101.0	-0.2
- CCOc1ncccc1C(=O)OCC(=O)NC1CCCCCC1
  3.4	0.2	3.0	-3.2	-2.9	-4.0	-0.4	-0.5	99.0	7.7
- O=C(Nc1nccs1)C1CCCN(S(=O)(=O)c2cccnc2)C1 (stereo unspecified)
  -0.9	-0.1	11.5	0.3	3.2	2.5	-1.1	3.7	101.0	-4.0
- Cc1cc(C)c2c(N)c(C(=O)c3cccc(Cl)c3)sc2n1
  -6.1	-0.6	20.0	1.3	-3.8	-12.7	-0.7	-2.1	101.0	-2.4
- O=S(=O)(c1ccc2c(c1)OCCO2)N1CCN(c2nc3ccccc3s2)CC1
  -2.5	-0.4	-8.9	2.5	1.8	-0.1	0.7	6.2	95.0	16.1
- CN1CCN(C2=C(Cl)C(=O)N(c3ccc(Cl)cc3)C2=O)CC1
  0.9	-0.2	0.9	3.5	-0.2	-2.3	-0.8	15.5*	102.0	12.6
- CCOC(=O)C1CCCN(C(=O)c2cc(-c3ccc(F)cc3)nc3ccccc23)C1 (stereo unspecified)
  1.0	0.5	2.2	0.3	-2.2	-1.2	3.1	2.5	102.0	0.4
- CC(C)CN(C(=O)CN1CCCCCC1)c1c(N)n(CC(C)C)c(=O)[nH]c1=O
  3.8	-0.5	-9.0	-0.6	1.1	11.9	0.3	3.4	97.0	-3.2
- CC(C)(C)C(=O)NC1CCN(S(C)(=O)=O)CC1
  -0.3	0.2	0.5	0.4	10.0	17.0	1.4	2.9	93.0	2.2
- CCOC(=O)C1CCCN(C2CC(=O)N(c3ccc(C)c(C)c3)C2=O)C1 (stereo unspecified)
  1.7	-0.1	7.3	-0.7	-1.2	4.0	1.8	-0.9	96.0	-10.3
- Cc1ccsc1C(=O)OCC(=O)NC1CCCC(C)C1C (stereo unspecified)
  0.2	0.3	2.7	0.7	7.0	16.3	-0.7	1.5	99.0	0.1

Bioassay records (PubChem)
